AmpC no deterg = qHTS Inhibitors of AmpC Beta-Lactamase (assay without detergent). P00811. AmpC nitrocefin hydrolysis, absorbance 480 nm, 0.0001% Triton. 330,000 tested, 0.52% active. Potency, µM (titrated, usually from 57.1 µM), inactives show top-dose activity change, negative = inhibition, most hits filed as inhibitors;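 also: potency is read from the fitted curve at half-maximal effect; plate controls were no compound for no effect and no enzyme for full effect; nearly all actives have a fitted effect of over 20% in size; some results filed as inactive show a strong effect at the top dose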
Target sequence (P00811 whole entry, looked up): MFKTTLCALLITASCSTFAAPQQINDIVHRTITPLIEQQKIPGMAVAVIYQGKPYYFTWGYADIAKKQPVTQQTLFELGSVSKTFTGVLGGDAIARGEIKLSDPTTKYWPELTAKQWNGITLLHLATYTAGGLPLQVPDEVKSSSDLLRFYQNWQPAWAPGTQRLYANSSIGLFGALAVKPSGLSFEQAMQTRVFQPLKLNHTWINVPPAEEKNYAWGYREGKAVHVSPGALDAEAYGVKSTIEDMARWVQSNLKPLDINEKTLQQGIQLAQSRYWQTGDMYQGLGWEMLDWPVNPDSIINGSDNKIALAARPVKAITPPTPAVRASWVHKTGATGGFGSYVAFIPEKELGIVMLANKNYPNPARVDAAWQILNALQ
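20 mM phosphate pH 7.0 + 0.01% (detergent screen) or 0.0001% Triton X-100; 5.3 nM AmpC reagent; cpd preinc 15 min RT; nitrocefin (800 uM stock) to start; A480 q20 s × 4 min; Activity was normalised to no-enzyme and no-compound control wells.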
HCV inhibitor = qHTS Assay for Inhibitors of Hepatitis C Virus (HCV); Huh7.5.1 HCVcc-Cre infection, luciferase reporter, 44 h; Potency, µM (doses to about 41.8 µM), inactives show top-dose activity change, negative = inhibition, hits mostly inhibitors; 340,000 tested, 3.4% active; AID 651820, 2012; also: potency is read from the fitted curve at half-maximal effect
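Infectious HCV cell culture screen: compound-treated cells (1,000/well, pre-plated 4 h) are infected with HCVcc-Cre at roughly 0.5 moi and grown 44 h. Infection is quantified by luciferase signal after 15 min substrate incubation at room temperature.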
AmpC inh detg = qHTS Inhibitors of AmpC Beta-Lactamase (assay with detergent). AmpC hydrolysis of nitrocefin, absorbance 480 nm, 0.01% Triton. Potency, µM (series often up to 114 µM), inactives show at the highest dose activity change, negative = inhibition, most hits filed as inhibitors. 370,000 tested, 0.041% active. AID 485294, 2010;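 also: potency is read from the fitted curve at half-maximal effect; 0% = no-compound wells and -100% = no-enzyme wells; nearly all actives have a fitted effect of over 25% in size; some results filed as inactive show a strong effect at the top dose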
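AmpC (5.3 nM in the dispensed reagent) in 20 mM phosphate pH 7.0 with 0.01% (detergent screen) or 0.0001% Triton X-100 was preincubated with compounds for 15 min at room temperature. Nitrocefin was then added from an 800 uM solution, and hydrolysis was followed at 480 nm.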
HCMV inh = qHTS Assay for inhibitors of the human cytomegalovirus (HCMV). activity change, negative = inhibition, % at 57.5 µM. AID 1259415, 2018. 410,000 tested, 4.5% active. HFF cells, HCMV-luciferase reporter, 72 h; hits give low values; in the data active = activity change below about -60%; inconclusive = no clear call, values can overlap the other calls; inactive = above about -39%
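Compounds were evaluated in HFFs infected with an HCMV luciferase reporter virus (MOI 1 PFU/cell). Luciferase in lysates collected 72 h post infection served as the replication measure.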
Giardia FBPA inh = qHTS Assay for Inhibitors of Fructose-1,6-bisphosphate Aldolase from Giardia Lamblia; A8B2U2; purified Giardia FBPA; Potency, µM (highest dose often 59.6 µM), inactives show at the top dose activity, negative = inhibition, actives largely listed as inhibitors; 290,000 tested, 0.71% active; AID 2451, 2010; also: potency is read from the fitted curve at half-maximal effect; nearly all actives have a fitted effect of over 55% in size
Target sequence (A8B2U2 whole entry, looked up): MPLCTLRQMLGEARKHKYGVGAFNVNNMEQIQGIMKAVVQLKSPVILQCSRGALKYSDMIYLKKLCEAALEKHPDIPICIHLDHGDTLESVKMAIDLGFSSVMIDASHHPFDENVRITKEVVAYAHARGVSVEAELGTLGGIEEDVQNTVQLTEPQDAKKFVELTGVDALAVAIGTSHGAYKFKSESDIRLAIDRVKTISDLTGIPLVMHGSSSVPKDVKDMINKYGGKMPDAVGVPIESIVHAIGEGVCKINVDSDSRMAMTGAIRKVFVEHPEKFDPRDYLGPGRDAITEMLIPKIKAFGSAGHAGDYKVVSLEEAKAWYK
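40 nM FBPA preincubated 10 min at RT with compound (up to 57.5 uM final), then substrate plus GAPDH/TPI/NAD/arsenate coupling and diaphorase/resazurin added. Fluorescence read after 20 min at RT, 525/598 nm.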
Sm TGR inh = qHTS Assay for the Inhibitors of Schistosoma Mansoni Peroxiredoxins; 360,000 tested, 3% active; purified TGR, DTNB reduction, TNB absorbance 405 nm; Schistosoma mansoni thioredoxin glutathione reductase (TGR), Q962Y6; Potency, µM (titrated, usually from 114 µM), without a hit: at the highest dose activity change, negative = inhibition, usual class: inhibitors; AID 485364, 2010; also: potency is read from the fitted curve at half-maximal effect; nearly all actives have a fitted effect of over 60% in size
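Kinetic colorimetric format: TGR-catalysed, NADPH-driven DTNB reduction monitored via TNB absorbance. Enzyme dispensed at 20 nM; compound exposure 15 min at room temperature before reaction start.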
Active calls of the source: *; ? = inconclusive; · = not tested or not shown; & = joins results of further samples; [ ] = another dose, or the depositor's remark. Unless noted, calls follow the shape of the dose curve; as a rule, active = well fitted curve in the direction sought with a large enough effect; inconclusive = small, poorly fitted or top-dose-only effect, or another doubt; inactive = no such curve, though single readings can be large; an effect the other way counts as inactive or inconclusive. Unless noted, % is scaled to controls: 0 for no effect and ±100 for the full control effect.

SMILES	AmpC no deterg	HCV inhibitor	AmpC inh detg	HCMV inh	Giardia FBPA inh	Sm TGR inh
O=C(Nc1ccc(Cl)cc1)NC1CCCC1Cc1ccco1 (configuration not stated)	-35.0%	-19.0%	-1.8%	·	-24.6%	44.7µM*
O=C(Nc1nnc(-c2ccc(F)cc2)o1)c1ccc(S(=O)(=O)N2CCOCC2)cc1	-33.3%	-15.6%	-10.7%	·	·	3.7%
Cc1cc(C(=O)Nc2cccc3c2O[C@@H](CN(C)S(C)(=O)=O)[C@H](C)CN([C@@H](C)CO)C3=O)n(C)n1	-3.9%	11.8%	·	-12.3	·	·
NS(=O)(=O)c1ccc(NC(=S)NCc2ccccc2Cl)cc1	-17.1%	10.6%	?	-30.3	-0.3%	?
COc1ccc(OCCCC(=O)Nc2nnc(C3CCCO3)s2)cc1 (configuration not stated)	-22.3%	3.0%	12.2%	30.1	3.4%	-23.5%
CCc1ccc2[nH]c3nc(N/N=C/c4cccc(O)c4)nnc3c2c1	-23.4%	15.2%	-12.3%	-1.1	-4.5%	0.8%
CC(C)CNC(=S)N1CCC(C(=O)c2ccc(F)cc2)CC1	10.9%	?	-6.6%	0.9	0.4%	-0.6%
COc1ccc(NS(=O)(=O)c2cc3c4c(c2)C(C)C(=O)N4CCC3)cc1 (configuration not stated)	-14.0%	-16.9%	3.0%	-34.0	·	0.5%
NC(=O)CC[C@@H]1NC(=O)[C@H](Cc2ccccc2)NC(=O)[C@H](Cc2ccc(O)cc2)NC(=O)[C@@H](N)CSSC[C@@H](C(=O)N2CCC[C@H]2C(=O)N[C@@H](CCCN=C(N)N)C(=O)NCC(N)=O)NC(=O)[C@H](CC(N)=O)NC1=O	-28.4%	-11.4%[8.37 µM]	-7.9%	·	0.5%&0.0%	-8.4%
CN(C)Cc1c(O)ccc2c(=O)c(-c3ccc(Cl)cc3)coc12	-53.4%	0.5%	-0.1%	5.2	4.0%	0.0%
CCOC(=O)N1CCN(C(=O)CCSc2ccc(Cl)cc2)CC1	24.0%	10.8%	-0.7%	50.5	2.6%	0.6%
CCOC(=O)/C(C(=O)Nc1ccccc1Cl)=C1/NC(C)(C)Cc2ccccc21	1.0%	?	0.9%	-24.3	-9.1%	14.0%
CCNc1nc(NCC)n2c(SCC(=O)c3ccccc3Cl)nnc2n1	-27.7%	-0.7%	1.9%	17.7	1.5%	6.2%
N#Cc1cccc(Cn2cc(C(F)(F)F)ccc2=O)c1	4.2%	10.0%	-5.7%	-29.7	8.6%	7.8%
CC(=O)c1ccc(NC(=S)NC(C)c2ccc(Cl)cc2Cl)cc1 (configuration not stated)	-34.3%[11.4 µM]	-7.9%	?	22.4	-8.0%	-14.9%
Cc1nc(C(=O)N2CCC(n3nccc3NC(=O)Nc3ccccc3Cl)CC2)cs1	-1.3%	9.1%	-8.7%	-35.5	13.3%	6.8%
O=C(c1ccncc1)N1CCCC(N2CCN(c3cccc(C(F)(F)F)c3)CC2)C1 (configuration not stated)	173.2%[activator]	6.7%	3.6%	-31.0	·	-18.1%
O=C(CN1CCN(S(=O)(=O)c2ccc(Cl)c(Cl)c2)CC1)N1CCCCC1	136.2%[activator]	0.1%	-2.6%	-27.6	·	-15.6%
O=C(CCSCCc1ccccn1)Nc1ccc(Cl)cc1	·	·	5.5%	6.2	·	8.5%
CC1=CCC2C(=O)N(c3ccc(C(=O)N4CCCCCC4)cc3)C(=O)C2C1 (configuration not stated)	36.5%	25.4%	0.8%	-1.3	4.8%	-21.6%
Cc1ccc(-n2nc3c(c2NC(=O)c2ccccc2)CS(=O)(=O)C3)cc1C	-28.4%	·	0.9%	-8.0	·	?
Cn1ccc2c(OCC(=O)Nc3ccc([N+](=O)[O-])cc3)cccc2c1=O	·	·	9.6%	-6.4	·	-3.2%
CCOC(=O)C1CCN(CC(=O)Nc2ccc(OC)c(S(=O)(=O)N3CCCCC3)c2)CC1	29.7%	6.7%	·	-34.1	·	·
CSc1ccc(CN2C(=O)NC3(CCCCCCC3)C2=O)cc1	-15.8%	-18.2%	6.6%	17.7	-2.6%	-0.8%
COc1cc(NC(=S)NC(C)=O)ccc1NC(=O)C(C)C	-3.4%	?	1.1%	28.1	-0.8%	-1.4%
CCN(CC(=O)Nc1c(F)cccc1F)C(=O)CN1c2cccc3cccc(c23)S1(=O)=O	-7.9%	15.1%	-6.7%	-81.2*	·	6.9%
Cc1ccc(N2CC(C(=O)Nc3ccc(S(=O)(=O)N4CCCC4)cc3)CC2=O)cc1 (configuration not stated)	-1.0%	-19.1%	-8.4%	-5.5	-6.1%	-17.3%
O=c1c2cnn(-c3ccc(F)cc3)c2ncn1Cc1ccccc1Cl	·	·	15.6%	-1.7	·	-1.6%
Cc1c(Cl)cccc1NC(=O)CSc1nncn1-c1cccnc1	-10.4%	4.9%	0.2%	-21.2	1.4%	3.6%
Cc1ccc(Oc2nnc(-c3cccs3)c3ccccc23)cc1	-18.3%	6.0%	-1.6%	-20.9	9.2%	-7.6%
O=C1CNC(=O)N1CC(O)Cn1c2ccccc2c2ccccc21 (configuration not stated)	13.1%	-6.0%	-5.6%	6.9	-1.6%	5.6%
COc1cccc(C(=O)N2CCN(Cc3ccccn3)CC2)c1	-1.2%	14.0%	?	-31.4	25.1µM*	-13.0%
CCOC(=O)c1c(C)[nH]c(C(=O)COC(=O)CNS(=O)(=O)c2ccc(C)cc2)c1C	-19.7%	-7.5%	4.6%	-27.6	·	-0.1%
Cc1ccc(S(=O)(=O)N2CCC(c3nc4c(nnn4Cc4ccccc4)c(=O)[nH]3)CC2)cc1	-3.7%	21.1%	0.2%	-24.9	1.4%	·
COc1ccc(OC)c(N(CC(=O)O)S(=O)(=O)c2ccc(OC)c(OC)c2)c1	-8.4%	16.6%	-2.4%	5.8	7.0%	0.0%
Cc1ccc(-c2nn(CC(=O)NC3CCCC3)c3c2cnc2ccc(F)cc23)cc1C	·	·	17.5%	80.4	·	2.3%
Cc1cccc(NC(=O)CN(C)S(=O)(=O)c2cccc3cccnc23)c1	-37.9%	-6.6%	-18.9%	19.1	-0.8%	-1.4%
O=C(NCc1ccccc1Cl)NCc1noc2ccccc12	·	·	16.4%	39.0	·	1.1%
COc1ccc(CCn2c(N3CCN(C)CC3)nc3c2c(=O)[nH]c(=O)n3C)cc1	-11.3%	-4.8%	-11.3%	13.0	-0.3%	0.7%
CCOC(=O)C1=C(CN2CCN(CCC#N)CC2)NC(=O)NC1c1ccc2c(c1)OCO2 (configuration not stated)	-0.9%	-12.9%	3.4%	-25.3	6.5%	7.5%

A different layout for four compounds above.
Sequence of screens: AmpC no deterg | HCV inhibitor | AmpC inh detg | HCMV inh | Giardia FBPA inh | Sm TGR inh
CCOC(=O)c1c(C)[nH]c(C(=O)COC(=O)CNS(=O)(=O)c2ccc(C)cc2)c1C
→ -19.7% | -7.5% | 4.6% | -27.6 | · | -0.1%
O=C(NCc1ccccc1Cl)NCc1noc2ccccc12
→ · | · | 16.4% | 39.0 | · | 1.1%
CCOC(=O)C1=C(CN2CCN(CCC#N)CC2)NC(=O)NC1c1ccc2c(c1)OCO2 (configuration not stated)
→ -0.9% | -12.9% | 3.4% | -25.3 | 6.5% | 7.5%
O=C1CNC(=O)N1CC(O)Cn1c2ccccc2c2ccccc21 (configuration not stated)
→ 13.1% | -6.0% | -5.6% | 6.9 | -1.6% | 5.6%

The listing continues:
SMILES	AmpC no deterg	HCV inhibitor	AmpC inh detg	HCMV inh	Giardia FBPA inh	Sm TGR inh
CCN(CC)Cc1cc(NC2=NS(=O)(=O)c3ccccc32)ccc1OC(=O)c1ccccc1	-28.8%	0.3%	-11.2%	-14.7	-9.9%	0.7%
C=C(C)C1CC=C(C)/C(=N\NC(=S)Nc2ccc(C)cc2)C1 (configuration not stated)	-52.9%	?	0.6%	-28.0	10.3%	1.0%
COc1ccc(/C=C2\SC(=O)N(CC(=O)Nc3cccc(C)c3)C2=O)cc1O	-30.5%	?	-9.7%	5.5	-14.4%	0.9%
Cc1ccc(-c2nnc(N3CCN(S(C)(=O)=O)CC3)c3ccccc23)cc1	32.6%	-12.1%	1.3%	-25.8	-3.2%	-10.3%
CNS(=O)(=O)c1cccc(C(=O)OCC(=O)N2CCc3ccccc3C2)c1	-3.4%	6.9%	?	3.6	0.6%	-1.7%
CCN(C(=O)Cn1cnc2c1c(=O)n(C)c(=O)n2C)c1ccccc1C	·	·	-2.9%	-0.3	·	-3.0%
O=C(Oc1ccc2c3c(c(=O)oc2c1)CCC3)c1ccco1	-26.6%	15.5%	-10.7%	-38.0	-0.8%	24.4%
O=C(NC1CC1)C1CCN(C(=O)c2ccccc2Cl)CC1	-9.9%	4.4%	7.0%	15.8	-2.7%	0.3%
Cc1cc(SC(C)C(=O)Nc2ncc(Cl)cc2Cl)nc2ccccc12 (configuration not stated)	-9.5%	?	-9.0%	-27.5	-5.5%	-13.3%
Cc1nc(CS(=O)(=O)c2ccccc2)cc(Sc2ccccc2Cl)n1	?	-21.6%	4.4%	30.9	0.4%	-0.4%
O=C(Cc1ccccc1)Nc1c(C(=O)N2CCCCCC2)cnn1-c1ccccc1	-7.4%	14.3%	0.1%	-27.2	-3.6%	-17.0%
Cc1cccc(N2C(=O)C(CC(=O)Nc3cccc(F)c3)N(Cc3cccs3)C2=O)c1 (configuration not stated)	·	·	21.6%	-35.3	·	3.3%
CCc1ccc(NC(=O)CSc2nnc(C)c(=O)n2N)cc1	-9.8%	0.9%	2.8%	8.0	·	-20.0%
CCC(C)Sc1nnc(Cc2cc(=O)[nH]c(=O)[nH]2)n1-c1ccc(F)cc1 (configuration not stated)	-5.0%	9.6%	?	76.8	-0.9%	-4.8%
CCC(=O)NC(c1ccccc1)c1nc2ccccc2[nH]1 (configuration not stated)	-12.9%	19.8%	1.7%	3.3	-9.1%	9.5%
Nc1c(-c2nc(-c3ccc(F)cc3)cs2)c2ccccn2c1C(=O)c1ccc2c(c1)OCO2	·	·	16.5%	-0.4	·	34.5%
Cc1cccc(NCC(O)Cn2cnc3c2c(=O)n(C)c(=O)n3C)c1 (configuration not stated)	-5.7%	?	?	?	-0.3%	?
CCCCC(=O)Nc1ccc(C(=O)Nc2nnc(COC)s2)cc1	-17.0%	5.2%	-4.2%	53.9	-11.5%	-11.6%
COC(CNC(=O)c1ccc2c(=O)n(Cc3ccc(Cl)cc3)c(=S)[nH]c2c1)OC	-24.8%	12.6%	0.5%	-31.7	-15.8%	1.4%
COc1ccc(C(=O)/C=C/c2cccs2)c(OC(=O)c2cccc([N+](=O)[O-])c2)c1	-17.8%	3.1%	-6.9%	-37.4	-1.0%	6.9%
CCOC(=O)Cn1c(=N)n(CCOc2ccc3ccccc3c2)c2ccccc21	65.8%[activator]	?	-11.2%	-24.7	1.5%	-1.0%

Source: PubChem BioAssay (National Center for Advancing Translational Sciences (NCATS))
